High-throughput results (PubChem BioAssay)
Pax4 gene expression = activators of Pax4 gene expression, primary screen, RT-PCR, mouse alpha TC1 cells, single point (AID 1053180). mouse alpha TC1 cells, Pax4 mRNA qPCR, 6 days; stronger effect = higher value; 100% = Pax4 plasmid added at qPCR. activation, % at 10 µM. 0.2% of 9,600 active;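 active = highest normalized replicate activity of 15 or more, or at least half the replicates reach 15 or more; inactive = neither condition met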;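 note: pax4 Ct normalized to GAPDH with activation seen as lower delta delta Ct; plate controls were plate neutral control wells for no effect and Pax4 plasmid positive control for full effect; each compound tested in two replicate wells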
YAP1 CTGF inhibition = YAP1 pathway inhibitors via CTGF transcript, primary screen, DLD1 colon cancer cells, RT-qPCR, single point (AID 743449); DLD1 CTGF mRNA qPCR, 24 h; stronger effect = higher value; inhibition, % at 12.5 µM; 0.9% of 9,900 active;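 active = mean normalized replicate activity at least 50 and at least half of replicates each reaching 50; inconclusive = only one of the two criteria met; inactive = neither criterion met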;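 note: 0% = neutral control wells and 100% = dasatinib control wells; higher means stronger suppression of CTGF expression like dasatinib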
An asterisk follows results filed as active; u = inconclusive; x = not tested or not shown.

mol	Pax4 gene expression	YAP1 CTGF inhibition
CC(C)CC#Cc1ccc([C@H]2[C@H]3CN(C(=O)Nc4ccccc4)CCCCN3[C@H]2CO)cc1	0.0	7.8
COc1ccccc1S(=O)(=O)N(C)C[C@@H]1OCc2cn(nn2)CCCC(=O)N([C@@H](C)CO)C[C@H]1C	0.0	-33.6
C[C@H](NC(=O)C[C@@H]1C=C[C@@H](NC(=O)c2cccnc2)[C@@H](CO)O1)c1ccccc1	0.0	12.6
C[C@@H]1CCCCO[C@@H](CN(C)C(=O)Cc2ccccc2)[C@@H](C)CN([C@@H](C)CO)C(=O)c2cc(NS(C)(=O)=O)ccc2O1	0.0	4.9
CO[C@H](CN(C)S(=O)(=O)c1ccc(F)cc1)[C@H](C)CN(Cc1ccccc1Cl)[C@H](C)CO	0.1	29.6
COc1ccc2c3c([nH]c2c1)[C@@H](CO)N(C(=O)Nc1ccc(F)cc1)CC31CN(Cc2cc(-c3ccccc3)on2)C1	0.0	-15.2
COc1ccccc1C#Cc1ccc2c(c1)[C@@H]1NCC[C@@H]1[C@H](CO)N2	0.0	-99.9
CC(=O)N1[C@H](CO)[C@H](c2ccccc2)[C@H]1CN(C(=O)c1ccccc1F)C(C)C	0.0	-6.1
O=C(C1CC1)N1C[C@H]2[C@@H](c3ccccc31)[C@@H](CO)N2C(=O)c1ccccc1	0.0	-19.1
COc1ccc(S(=O)(=O)N(C)C[C@H]2Oc3c(cccc3N(C)C)C(=O)N([C@@H](C)CO)C[C@@H]2C)cc1	0.0	-17.0
COc1ccc([C@H]2C/C=C\C[C@H](c3cccc(Cl)c3)NC(=O)[C@@H](c3ccccc3)CC(=O)N2)c(OC)c1	0.3	2.7
COc1cc(CN2CC3(CN(C(=O)CN4CCOCC4)C3)c3c(n(C)c4cc(OC)ccc34)[C@H]2CO)cc(OC)c1	0.0	15.1
Cc1ccc(S(=O)(=O)NCC[C@H]2CC[C@H](NC(=O)c3cccnc3)[C@@H](CO)O2)cc1	0.0	1.4
O=C(NCC1CC1)[C@H]1[C@H](CO)[C@H]2Cn3c(ccc(C4=CCCC4)c3=O)[C@H]2N1C(=O)C1CC1	0.0	22.4
Cc1ccccc1-c1ccc([C@H]2[C@@H](CO)N3C(=O)CN(C(=O)c4ccncc4)C[C@@H]23)cc1	0.0	-8.3
CO[C@H]1CN(C)C(=O)c2cc(NS(=O)(=O)c3cccc(Cl)c3)ccc2OC[C@H](C)NC[C@@H]1C	0.0	-0.5
CO[C@@H]1CN(C)C(=O)c2cc(NC(C)=O)ccc2OC[C@@H](C)N(C(=O)Cc2ccccn2)C[C@@H]1C	0.0	0.0
C[C@H](CO)N1C[C@H](C)[C@@H](CN(C)S(=O)(=O)c2cn(C)cn2)OCc2ccccc2-c2ccccc2C1=O	0.0	13.5
N#C[C@H]1[C@@H](c2ccccc2C2=CCCC2)[C@@H](CO)N1C(=O)c1cccc(F)c1	0.0	-4.2
CO[C@H]1CN(C)C(=O)c2ccc(NC(=O)c3cc(C)on3)cc2OC[C@H](C)NC[C@H]1C	0.0	-40.8
O=C(Cc1cccnc1)N1[C@H](CO)[C@H](c2ccccc2)[C@@H]1CNCC1CCC1	0.0	-7.2
O=C(C[C@H]1CC[C@H]2[C@@H](COC[C@H](O)CN2CCc2ccccc2)O1)NCCCN1CCOCC1	0.0	16.7
COc1ccc(S(=O)(=O)Nc2ccc3c(c2)OC[C@H](C)NC[C@H](C)[C@H](OC)CN(C)C3=O)cc1	0.0	-0.8
N#C[C@@H]1N[C@H](CO)[C@H]1c1ccc(C#CC2CCCCC2)cc1	0.0	11.4
CCC(=O)N1[C@H](CO)[C@H](c2ccccc2)C12CN(C(=O)Nc1ccccc1F)C2	x	10.7
CC(C)NC(=O)N(C)C[C@@H]1Oc2ccc(NC(=O)c3ccncc3)cc2C(=O)N([C@H](C)CO)C[C@@H]1C	0.0	-8.6
C[C@@H](NC(=O)C[C@H]1C[C@@H]2c3cc(NS(=O)(=O)c4ccc(F)cc4)ccc3O[C@@H]2[C@@H](CO)O1)c1ccccc1	0.0	-18.5
Cc1cc(C(=O)Nc2ccc3c(c2)C(=O)N(C)[C@H]2CC[C@H](CC(=O)O)O[C@H]2CO3)no1	0.0	-12.3
COc1ccccc1C#Cc1ccc([C@H]2[C@@H](C#N)N(C(=O)C3CCC3)[C@@H]2CO)cc1	0.0	-108.1
CCNC(=O)c1cc2c(c(-c3cccc(-c4cccc(C(=O)N(C)C)c4)c3)n1)[C@@H](CCO)N([S@](=O)C(C)(C)C)C2	0.0	-7.5
C[C@@H]1CN([C@@H](C)CO)C(=O)CCCn2nncc2CO[C@@H]1CN(C)C(=O)Nc1cccc(Oc2ccccn2)c1	0.0	u
C[C@H]1CN([C@@H](C)CO)C(=O)c2ccccc2-c2ccccc2CO[C@H]1CN(C)S(=O)(=O)c1ccc([N+](=O)[O-])cc1	0.0	-13.6
C[C@@H]1CN([C@H](C)CO)C(=O)CCCn2nncc2CO[C@H]1CN(C)S(=O)(=O)c1cn(C)cn1	0.0	5.7
C[C@@H](NC(=O)C[C@H]1C=C[C@H](NS(=O)(=O)c2cccc(F)c2)[C@H](CO)O1)c1ccccc1	0.0	-23.7
N#C[C@H]1[C@@H](c2ccc(C#CC3(O)CCCC3)cc2)[C@@H](CO)N1C(=O)C1CCCCC1	0.0	-23.3
COc1ccc(NC(=O)N2CCCCN3[C@H](CO)[C@@H](c4ccc(-c5ccccc5F)cc4)[C@H]3C2)cc1	0.0	-23.6
COc1ccc(CN2CC3(CCN(C(=O)Cc4ccncc4)CC3)c3c([nH]c4cc(OC)ccc34)[C@@H]2CO)cc1	0.3	-8.8
C[C@H]1CN([C@@H](C)CO)C(=O)CCCn2cc(nn2)CO[C@H]1CN(C)C(=O)Nc1cccc(C(F)(F)F)c1	0.0	-2.8
Cc1noc(C)c1NC(=O)N1C[C@H](O)COC[C@H]2O[C@H](CC(=O)N3CCc4ccccc4C3)CC[C@@H]21	0.0	2.2
COc1ccc(CN2[C@@H](CO)[C@@H]3c4ccccc4N(C(=O)NC(C)C)C[C@@H]32)cc1	0.0	22.7

Four neighbouring entries out of the list so far, quoted:
mol	Pax4 gene expression	YAP1 CTGF inhibition
COc1ccc(CN2CC3(CCN(C(=O)Cc4ccncc4)CC3)c3c([nH]c4cc(OC)ccc34)[C@@H]2CO)cc1	0.3	-8.8
C[C@H]1CN([C@@H](C)CO)C(=O)CCCn2cc(nn2)CO[C@H]1CN(C)C(=O)Nc1cccc(C(F)(F)F)c1	0.0	-2.8
Cc1noc(C)c1NC(=O)N1C[C@H](O)COC[C@H]2O[C@H](CC(=O)N3CCc4ccccc4C3)CC[C@@H]21	0.0	2.2
COc1ccc(CN2[C@@H](CO)[C@@H]3c4ccccc4N(C(=O)NC(C)C)C[C@@H]32)cc1	0.0	22.7

Next compounds.
mol	Pax4 gene expression	YAP1 CTGF inhibition
Cc1noc(C)c1NC(=O)Nc1ccc2c(c1)C(=O)N([C@@H](C)CO)C[C@@H](C)[C@H](CN(C)Cc1ccc3c(c1)OCO3)OCCCC[C@H](C)O2	0.0	-25.2
CCN(C[C@@H]1[C@@H](c2ccccc2)[C@@H](CO)N1CC1CC1)C(=O)c1ccccn1	0.0	6.5
CCCC(=O)Nc1ccc2c(c1)OC[C@H](C)N(CC1CCOCC1)C[C@H](C)[C@@H](OC)CN(C)C2=O	0.0	13.9
O=C(Cc1ccccn1)N1CC(=O)N2[C@H](CO)[C@@H](c3ccc(C#CCC4CCCC4)cc3)[C@@H]2C1	0.0	-16.6
COCC(=O)N1CC[C@H]2[C@H](CO)Nc3ccc(-c4ccc(C(=O)N(C)C)cc4)cc3[C@H]21	0.0	-1.1
CCC(=O)Nc1ccc2c(c1)C(=O)N(C)C[C@H](OC)[C@@H](C)CN(C(=O)Cc1cccnc1)[C@H](C)CO2	0.0	-17.1
CCCN1C[C@H](C)[C@H](OC)CN(C)C(=O)c2cc(NS(=O)(=O)c3ccccc3)ccc2OC[C@H]1C	0.0	-37.9
O=C(C[C@H]1CC[C@@H]2[C@H](COC[C@@H](O)CN2C(=O)Nc2ccc(F)cc2)O1)NC1CCC1	0.0	-20.5
CN(C)C(=O)c1ccc(-c2ccc([C@H]3[C@H](C#N)N(C(=O)C4CC4)[C@H]3CO)cc2)cc1	0.0	-12.7
C[C@@H]1CCCCO[C@@H](CN(C)Cc2ccc3c(c2)OCO3)[C@H](C)CN([C@@H](C)CO)C(=O)c2cc(NS(=O)(=O)c3cn(C)cn3)ccc2O1	0.0	4.4
COc1ccccc1CNC(=O)C[C@@H]1C[C@H]2c3cc(NC(=O)C4CCC4)ccc3O[C@H]2[C@H](CO)O1	0.0	-22.4
C[C@H](CO)N1C[C@H](C)[C@@H](CN(C)C(=O)Cc2ccccc2)OCCCC[C@H](C)Oc2ccc(NS(C)(=O)=O)cc2C1=O	0.0	-12.1
O=C(C[C@@H]1C[C@@H]2c3cc(NS(=O)(=O)c4ccccc4)ccc3O[C@@H]2[C@H](CO)O1)N1CCOCC1	0.0	-15.7
CCC(=O)N(C)C[C@@H]1[C@@H](c2ccccc2)[C@H](CO)N1Cc1cccnc1	0.0	7.1
Cc1ccccc1-c1ccc2c(c1)O[C@H](CN(C)C(=O)Nc1ccc(C(F)(F)F)cc1)[C@@H](C)CN([C@@H](C)CO)S2(=O)=O	0.4	-5.2
O=C(C[C@H]1CC[C@H]2[C@@H](COC[C@H](O)CN2C(=O)Nc2cc(Cl)cc(Cl)c2)O1)N1CCOCC1	0.0	17.3
N#C[C@H]1[C@@H](c2ccccc2-c2ccc(F)cc2)[C@H](CO)N1C(=O)Cc1cccnc1	0.0	12.6
Cc1ccc(OC(=O)N(C)C[C@H]2OCc3ccccc3-c3ccccc3C(=O)N([C@H](C)CO)C[C@H]2C)cc1	0.0	-7.2
CO[C@H]1CN(C)C(=O)c2cc(NC(C)=O)ccc2OC[C@@H](C)N(S(C)(=O)=O)C[C@@H]1C	0.0	8.9
CN1[C@@H]2c3ccc(-c4ccccc4F)c(=O)n3C[C@@H]2[C@@H](CO)[C@@H]1C(=O)Nc1nccs1	0.0	14.1
COc1ccc(NC(=O)N(C)C[C@H]2Oc3c(NC(=O)CCCCCC(=O)Nc4ccccc4N)cccc3C(=O)N([C@@H](C)CO)C[C@H]2C)cc1	0.0	-38.6
O=C(CC1CC1)N1CC[C@H]2[C@H](CO)Nc3ccc(-c4ccc(F)cc4)cc3[C@H]21	0.0	9.6
O=C(C1CCCC1)N1CC2(C1)[C@H](c1ccccc1)[C@H](CO)N2Cc1ccc(Cl)cc1	x	22.0
C[C@H](CO)N1C[C@H](C)[C@H](CN(C)S(C)(=O)=O)Oc2c(NC(=O)Nc3ccc4c(c3)OCO4)cccc2C1=O	0.0	12.1
O=C(C[C@H]1C[C@@H]2c3cc(NC(=O)Nc4ccccc4F)ccc3O[C@@H]2[C@@H](CO)O1)NCc1ccccn1	0.0	13.1
CN1C(=O)c2cc(NC(=O)Cc3cccs3)ccc2OC[C@@H]2O[C@@H](CC(=O)N[C@@H]3CCN(Cc4ccccc4)C3)CC[C@@H]21	0.0	-65.8
Cc1noc(C)c1NC(=O)Nc1ccc2c(c1)CC(=O)N([C@H](C)CO)C[C@H](C)[C@H](CN(C)Cc1ccc(C(F)(F)F)cc1)O2	0.0	35.0
C[C@H]1CN([C@@H](C)CO)C(=O)c2cccc(NC(=O)NC3CCCCC3)c2O[C@H]1CN(C)Cc1ccc(C(F)(F)F)cc1	0.0	27.1
O=C(C[C@@H]1CC[C@H]2[C@@H](COC[C@@H](O)CN2S(=O)(=O)c2cccc(Cl)c2)O1)N1CCOCC1	0.0	-9.2
COc1ccc(-c2ccc([C@@H]3[C@@H](CO)N(C(=O)NC(C)C)[C@H]3C#N)cc2)cc1	0.0	-2.0
N#C[C@H]1[C@@H](c2ccc(-c3cccnc3)cc2)[C@@H](CO)N1C(=O)C1CCOCC1	0.0	-3.7
COCC(=O)N1CC2(C1)[C@H](c1ccccc1)[C@H](CO)N2C(=O)NC1CCCC1	x	-0.8
COc1ccc(-c2ccc([C@@H]3[C@H]4CN(Cc5ccccc5)CC(=O)N4[C@H]3CO)cc2)cc1	0.0	-8.9
CN1c2ccc(-c3ccc(F)cc3)cc2[C@H]2[C@H](CCN2C(=O)Cc2cccnc2)[C@@H]1CO	0.0	9.1
CN1c2ccc(-c3cccc(C#N)c3)cc2[C@@H]2[C@@H](CCN2C(=O)Cc2ccccn2)[C@@H]1CO	0.0	33.9
C[C@H](CO)N1C[C@H](C)[C@H](CN(C)S(=O)(=O)c2ccc(Cl)cc2)Oc2c(NC(=O)Nc3ccc(F)cc3)cccc2C1=O	0.1	-464.2
C[C@H](NC(=O)C[C@@H]1C[C@H]2c3cc(NS(=O)(=O)c4ccc(F)cc4)ccc3O[C@H]2[C@H](CO)O1)c1ccccc1	0.0	26.8
C[C@@H]1CCCCO[C@@H](CN(C)C(=O)Nc2ccc3c(c2)OCO3)[C@H](C)CN([C@H](C)CO)C(=O)c2cc(NS(=O)(=O)c3ccc(F)cc3)ccc2O1	0.0	-14.8
CCCN(C)C[C@H]1Oc2cc(/C=C/c3ccccc3)ccc2S(=O)(=O)N([C@H](C)CO)C[C@H]1C	0.2	16.4

Only part of the results is shown (hit frequency here may not be typical).
